TWEAK-Fn14 inh: TWEAK-Fn14 signaling inhibition. TWEAK-stimulated Fn14 reporter cells, luciferase luminescence, 8 h. AID 1159606. 360,000 tested, 2% active. inhibition, % at 10 µM; in the data active means inhibition above about 50%
LMP1 NFkB inh: Epstein-Barr LMP1 NF-kappaB reporter inhibition; inhibition, % at 12.5 µM; 350,000 tested, 0.69% active; LMP1-induced NF-kappaB luciferase reporter cells, luminescence; AID 504558; in the data active means inhibition above about 41%;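 further: 0% = neutral control wells and 100% = reference inhibitor control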
TROY signal inh: inhibitors of TROY-dependent NF-kB signaling. Q293 LMP1-TROYcd NF-kB luciferase reporter, 4 h. inhibition, % at 10 µM. 360,000 tested, 0.98% active;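 active means compounds whose plate-normalised and pattern-corrected inhibition of the luciferase reporter signal at the single screening dose is 50% or more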
CF NFkB block: blocks PAF-induced NF-kB reporter in cystic fibrosis cells | KKLEB NF-kB-GFP reporter, GFP fluorescence overnight | inhibition, % at 5 µM | AID 588850 | 360,000 tested, 0.86% active;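 active means at least 50% inhibition at 5 µM, scaled per plate between neutral and stimulator controls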;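 further: PAF is a Pseudomonas aeruginosa culture filtrate used as stimulus; plate controls were PAF-stimulated DMSO wells for no effect and unstimulated DMSO wells for full effect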
NCOA1 inh: inhibitors of human steroid receptor coactivator 1 (SRC1); 360,000 tested, 0.12% active; HEK293 GAL4-SRC1 luciferase reporter, luminescence; inhibition, % at 3.6 µM; Q15788;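 active means inhibition above the campaign mean plus 3 SD, with each screening campaign given its own cutoff, cut at about 60% in these data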;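 further: 0% = DMSO treated cells and 100% = gossypol at 36 µM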
KKLEB tox: CF airway cell cytotoxicity counter-screen. KKLEB CF airway cells viability, ATPlite luminescence, overnight; active compounds read low; cells stimulated with P. aeruginosa culture filtrate. activity change (cytotoxicity), % at 5 µM. 360,000 tested, 0.36% active. AID 602141;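 active means corrected activity change at or below -50% at 5 µM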
NCOA2 inhibitor: inhibits human steroid receptor coactivator 2. Q15596. HEK293 GAL4-SRC2 luciferase reporter, luminescence. inhibition, % at 9 µM. 370,000 tested, 0.17% active. AID 651957;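 active means inhibition above the mean inhibition of all tested compounds plus 3 SD, set per campaign, cut at about 52% in these data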;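 further: 0% = DMSO treated cells and 100% = cells given Gossypol at 36 µM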
TRAIL sens C8: caspase-8 TRAIL sensitization | NB7+C8 cells + TRAIL, ATPlite viability luminescence | inhibition (viability loss, TRAIL sensitization), % at 10 µM | 360,000 tested, 1% active;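 active means compounds causing at least 50% loss of cell viability in the single-dose screen, relative to plate controls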
COUP-TFII inh: blocks human COUP-TFII nuclear receptor. P24468. HEK293T NGFI-A luciferase reporter, luminescence. inhibition, % at 8.6 µM. 370,000 tested, 0.7% active;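 active means inhibition above a per-plate cutoff, mean inhibition of test wells between control levels plus 3 SD, cut at about 38% in these data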;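 further: cells cotransfected with COUP-TFII expression vector driving the NGFI-A reporter; 0% = median of COUP-TF2 test wells and 100% = reporter-only cells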
Target sequence (P24468 whole entry, looked up): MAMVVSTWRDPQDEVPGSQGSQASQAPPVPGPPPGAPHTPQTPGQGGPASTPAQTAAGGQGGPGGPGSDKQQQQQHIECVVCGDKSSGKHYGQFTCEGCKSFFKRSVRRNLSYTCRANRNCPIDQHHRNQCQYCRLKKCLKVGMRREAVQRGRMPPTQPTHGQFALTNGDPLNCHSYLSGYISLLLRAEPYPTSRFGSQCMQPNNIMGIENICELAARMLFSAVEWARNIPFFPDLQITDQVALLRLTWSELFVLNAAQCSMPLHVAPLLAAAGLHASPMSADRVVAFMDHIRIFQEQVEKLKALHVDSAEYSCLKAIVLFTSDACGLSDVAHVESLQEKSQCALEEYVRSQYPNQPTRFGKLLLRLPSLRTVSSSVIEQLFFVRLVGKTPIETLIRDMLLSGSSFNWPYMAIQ
SRC3 inh: inhibitors of human steroid receptor coactivator 3 (SRC3) | Q9Y6Q9 | HEK293 GAL4-SRC3 luciferase reporter, luminescence | inhibition, % at 3.6 µM | 360,000 tested, 0.17% active | AID 588352;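 active means inhibition above a per-campaign cutoff, the mean of all compounds plus 3 SD, cut at about 60% in these data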;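 further: 0% = DMSO-treated cells and 100% = gossypol-treated cells at 36 µM; higher means less SRC3-driven luciferase light from the GAL4 reporter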
NR5A2 inv ag: NR5A2 inverse agonism in reporter assay; inhibition, % at 3.6 µM; 360,000 tested, 0.13% active; HEK293T StAR-luciferase reporter, LRH-1 transfected, 24 h; O00482;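 active means inhibition above the mean inhibition of all tested compounds plus 3 SD, cut at about 73% in these data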;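 further: 0% = DMSO wells and 100% = reporter-only cells lacking LRH-1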
Target sequence (O00482 whole entry, looked up): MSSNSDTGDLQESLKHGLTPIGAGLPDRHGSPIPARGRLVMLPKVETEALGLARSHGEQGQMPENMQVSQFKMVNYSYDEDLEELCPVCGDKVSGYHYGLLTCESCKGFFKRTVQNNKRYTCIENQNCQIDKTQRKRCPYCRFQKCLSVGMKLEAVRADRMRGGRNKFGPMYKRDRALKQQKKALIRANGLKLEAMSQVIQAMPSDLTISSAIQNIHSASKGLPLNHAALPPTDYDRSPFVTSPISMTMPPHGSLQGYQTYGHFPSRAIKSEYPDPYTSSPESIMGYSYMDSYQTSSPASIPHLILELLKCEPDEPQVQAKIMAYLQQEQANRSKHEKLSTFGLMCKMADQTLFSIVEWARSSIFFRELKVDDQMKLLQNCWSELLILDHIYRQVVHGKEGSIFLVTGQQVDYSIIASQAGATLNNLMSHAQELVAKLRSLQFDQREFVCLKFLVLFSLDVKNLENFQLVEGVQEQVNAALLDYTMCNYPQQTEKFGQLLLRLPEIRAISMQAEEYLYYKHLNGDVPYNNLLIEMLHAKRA
* marks the source's active call; other numbers are inactive results; . = no result given.

Order of values: TWEAK-Fn14 inh	LMP1 NFkB inh	TROY signal inh	CF NFkB block	NCOA1 inh	KKLEB tox	NCOA2 inhibitor	TRAIL sens C8	COUP-TFII inh	SRC3 inh	NR5A2 inv ag
O=C1NC(c2ccc(-c3ccccc3[N+](=O)[O-])o2)C(C(=O)c2ccc(Cl)cc2)C(O)(C(F)(F)F)N1 (centres undefined)
  18	5	24	22	3	-9	-11	2	-5	14	12
COc1cccc(CNc2nc3cc(-c4ccc(OC)cc4C)sc3c(=O)n2C)c1
  24	.	12	-5	3	-2	-2	17	19	-14	-24
C=Cn1c(C(=O)O)ccc1-c1ccc(CC)cc1
  19	-3	31	-7	-18	1	-10	-4	-7	10	-14
O=c1c2c([nH]c3ccccc13)CCCC2
  6	7	0	-5	4	4	-20	32	3	10	7
CC(=O)c1ccc(NC(=O)C2C3CCC(C3)C2C(=O)O)cc1 (centres undefined)
  6	-1	-22	-6	-6	8	-6	3	-12	-4	2
Cc1c(N2C(=O)CSC2c2ccccc2)c(=O)n(-c2ccccc2)n1C (centres undefined)
  15	1	-10	3	13	1	-1	-5	7	13	0
O=C(CSc1nc2ccc(Cl)cc2[nH]1)c1c[nH]c2ccccc12
  -12	-15	-23	-16	10	4	-5	-8	16	6	17
CCCCCCc1cc2cc(S(=O)(=O)c3ccc(F)c(Cl)c3)c(=O)oc2cc1O
  54*	0	58*	60*	2	-72*	4	52*	3	3	10
Cc1ccc(NC(=O)Nc2cccnc2)cc1NC(=O)Nc1cccnc1
  58*	2	9	1	-2	8	14	24	5	-25	-2
Cc1ccc(OCC(O)CNS(=O)(=O)c2ccccc2C(=O)O)cc1 (centres undefined)
  -3	0	-18	8	-34	-7	11	-6	1	-2	-7

Remaining list, next part:
Order of values: TWEAK-Fn14 inh	LMP1 NFkB inh	TROY signal inh	CF NFkB block	NCOA1 inh	KKLEB tox	NCOA2 inhibitor	TRAIL sens C8	COUP-TFII inh	SRC3 inh	NR5A2 inv ag
O=C(COC(=O)C1CCC1)NCc1ccccc1
  0	-3	-23	-22	-4	7	-22	13	-5	2	7
CCN(C[C@H]1N[C@@](CC)(C(=O)OC)[C@H]2C(=O)N(C)C(=O)[C@@H]12)C(=O)Nc1ccc(C(F)(F)F)cc1
  0	5	-11	-11	12	-5	-17	-5	-3	11	0
NS(=O)(=O)c1ccc(CCNC(=O)c2ccco2)cc1
  -14	2	-5	11	-9	0	-13	1	-11	16	-13
CN(/C=C/c1c([N+](=O)[O-])c(=O)n(C)c(=O)n1C)c1ccccc1
  -12	3	7	-8	-23	6	-12	26	1	10	13
CCC(C)(C(=O)NC1CCCC1)N(C(=O)c1ccccn1)c1ccccc1 (centres undefined)
  5	2	1	-3	1	11	3	-17	12	-11	7
Cc1nc2c(O)cccc2cc1CO
  1	-5	-3	-6	-11	5	-12	-3	6	-4	10
CCC1CCc2c(sc(N)c2C(N)=O)C1 (centres undefined)
  -10	-4	-2	-10	3	6	3	-1	7	23	17
CC(C)c1ccc(C2OCC(C)([N+](=O)[O-])CO2)cc1 (centres undefined)
  -27	-7	-43	21	-40	-1	-39	5	-13	-18	-15
O=C(c1cc2nc(-c3ccco3)cc(C(F)(F)F)n2n1)N1CCCc2ccccc21
  -3	5	-17	-1	-11	4	-4	2	1	15	1
COc1ccccc1CNC(=O)CSc1nnc2ccc(-c3cccnc3)nn12
  12	1	5	-15	17	11	-1	5	-14	7	2

(more compounds)
structure | TWEAK-Fn14 inh | LMP1 NFkB inh | TROY signal inh | CF NFkB block | NCOA1 inh | KKLEB tox | NCOA2 inhibitor | TRAIL sens C8 | COUP-TFII inh | SRC3 inh | NR5A2 inv ag
CC12CCCCC1=CC(=O)CC2 (centres undefined) | 0 | 2 | -8 | -28 | -10 | 5 | -6 | -10 | 2 | -35 | -6
COc1ccc(/C=N/NC(=O)C2(O)c3ccccc3-c3ccccc32)cc1 | 1 | 7 | -5 | -15 | -4 | 10 | 10 | -8 | 8 | -12 | -1
CCSc1nc2ccccc2n1C(=O)c1ccc(S(=O)(=O)N2CCCCCC2)cc1 | 5 | -1 | -5 | 4 | 11 | 5 | 9 | -20 | -3 | 13 | -2
O=C(COC(=O)c1cc(=O)[nH]c2ccc(Br)cc12)c1ccccc1 | -3 | 7 | 2 | 22 | -18 | -4 | -20 | -9 | -9 | 2 | 9
Cc1c(C(=O)NC(C)c2ccccc2)c(-c2ccccc2)nn1-c1ccccc1 (centres undefined) | 11 | 6 | 0 | 14 | -8 | -1 | 17 | 0 | 10 | 9 | 4
COc1ccc(C2(C(=O)NC(C)C)CCCC2)cc1OC | -8 | 1 | -4 | 2 | 16 | 10 | -21 | -21 | 7 | -1 | 9
CCOC(=O)c1cc2nc(Nc3ccc(OC)cc3)sc2s1 | -41 | -11 | -38 | 0 | -27 | 2 | -27 | 4 | -18 | -29 | -12
COc1ccc(C(c2nnnn2CC2CCCO2)N2CCN(c3ccc(F)cc3)CC2)cc1 (centres undefined) | 14 | -8 | -1 | 5 | -17 | 0 | 7 | -14 | 3 | 4 | 12
CC(=O)c1cccc(N(C(=O)Cn2nnc3ccccc32)C(C(=O)NCc2ccccc2)c2ccccn2)c1 (centres undefined) | -11 | -1 | 17 | 11 | -6 | 5 | -6 | -6 | 1 | 12 | 6
O=C1NCCCCC1NS(=O)(=O)c1ccccc1 (centres undefined) | 4 | 8 | 4 | 8 | -1 | -5 | 27 | -24 | 22 | -3 | 2
COC(=O)c1ccc(COc2nc(C)cc(C)c2C#N)o1 | -1 | 7 | -7 | -3 | 13 | 15 | -3 | -7 | -12 | 0 | -23
CC(=O)c1ccc(NC(=O)C(C)Sc2n[nH]c(-c3cccnc3)n2)cc1 (centres undefined) | -1 | -8 | -19 | -20 | -16 | -18 | -21 | 4 | 17 | -10 | -2
CN(CC(=O)Nc1ccc(F)c(F)c1F)C(=O)Cc1ccc(S(=O)(=O)N2CCOCC2)s1 | 19 | 7 | 10 | 1 | -37 | 13 | -23 | -4 | -2 | 6 | -4
Cc1cccc(C)c1NC(=O)CCCN1C(=O)C(c2ccccc2)Oc2cccnc21 (centres undefined) | -15 | 5 | 8 | -2 | 5 | 13 | 3 | 2 | 5 | 4 | 15
COc1ccc(OC)c(NC(=O)CSc2nnc3ccc(-c4ccccn4)nn23)c1 | -3 | -10 | -3 | -12 | -14 | 6 | -9 | -4 | 0 | 18 | -12
CCOC(=O)C(C(=O)OCC)c1c([N+](=O)[O-])c(=O)n2c3c(cccc13)CCC2 | -24 | -4 | 8 | -11 | 8 | 7 | 11 | 12 | 10 | 15 | -6
COc1ccc(C)cc1N(CC(=O)N1CCOCC1)S(C)(=O)=O | 2 | 4 | -5 | 6 | 7 | -16 | 21 | -28 | -10 | 6 | 14
CCCCCC(NC(=O)C1CCN(C(=O)[C@@H](NS(=O)(=O)c2ccc(C)cc2)C(C)C)CC1)C(=O)O (some centres undefined) | -2 | -5 | -11 | -16 | -41 | -5 | -8 | -3 | -16 | 17 | 19
O=C(NCCN1CCN(Cc2ccccc2)CC1)c1cc2c(=O)[nH]c3ccccc3c2s1 | -30 | -2 | -9 | 0 | -4 | -5 | -13 | 5 | -5 | 20 | -9
O=C1CCCCC(=O)N(c2ccccc2)c2ccccc21 | 11 | -4 | -29 | -13 | -10 | -9 | 16 | 30 | 6 | 13 | 6
ClCc1ncc(-c2ccc(Cl)cc2)o1 | -3 | -9 | -13 | 6 | -27 | -1 | 9 | 1 | 6 | -17 | 43
CCOc1cc(CNc2ccc(O)cc2)cc(Br)c1OCc1ccccc1F | 12 | -5 | 25 | -5 | -3 | -5 | . | -5 | . | -8 | -3
COc1ccc(S(=O)(=O)N(CC(=O)N2CCOCC2)c2cc(Cl)ccc2OC)cc1OC | 5 | -7 | 3 | 2 | 9 | -7 | 12 | -4 | 5 | 8 | 6
COc1cc(-c2nc3ccccn3c2/N=C/c2cccc(OC)c2O)ccc1O | 0 | 3 | 19 | 13 | -6 | 5 | 20 | -17 | -1 | 0 | 2

One compound at a time, as listed above:
`COc1ccc(C2(C(=O)NC(C)C)CCCC2)cc1OC` is entered as TWEAK-Fn14 inh = -8; LMP1 NFkB inh = 1; TROY signal inh = -4; CF NFkB block = 2; NCOA1 inh = 16; KKLEB tox = 10; NCOA2 inhibitor = -21; TRAIL sens C8 = -21; COUP-TFII inh = 7; SRC3 inh = -1; NR5A2 inv ag = 9
`CCCCCC(NC(=O)C1CCN(C(=O)[C@@H](NS(=O)(=O)c2ccc(C)cc2)C(C)C)CC1)C(=O)O` (some centres undefined) is entered as TWEAK-Fn14 inh = -2; LMP1 NFkB inh = -5; TROY signal inh = -11; CF NFkB block = -16; NCOA1 inh = -41; KKLEB tox = -5; NCOA2 inhibitor = -8; TRAIL sens C8 = -3; COUP-TFII inh = -16; SRC3 inh = 17; NR5A2 inv ag = 19
`COc1ccc(OC)c(NC(=O)CSc2nnc3ccc(-c4ccccn4)nn23)c1` is entered as TWEAK-Fn14 inh = -3; LMP1 NFkB inh = -10; TROY signal inh = -3; CF NFkB block = -12; NCOA1 inh = -14; KKLEB tox = 6; NCOA2 inhibitor = -9; TRAIL sens C8 = -4; COUP-TFII inh = 0; SRC3 inh = 18; NR5A2 inv ag = -12

A different layout for part of the listing above:
Cc1nc2c(O)cccc2cc1CO
  TWEAK-Fn14 inh: 1; LMP1 NFkB inh: -5; TROY signal inh: -3; CF NFkB block: -6; NCOA1 inh: -11; KKLEB tox: 5; NCOA2 inhibitor: -12; TRAIL sens C8: -3; COUP-TFII inh: 6; SRC3 inh: -4; NR5A2 inv ag: 10
C=Cn1c(C(=O)O)ccc1-c1ccc(CC)cc1
  TWEAK-Fn14 inh: 19; LMP1 NFkB inh: -3; TROY signal inh: 31; CF NFkB block: -7; NCOA1 inh: -18; KKLEB tox: 1; NCOA2 inhibitor: -10; TRAIL sens C8: -4; COUP-TFII inh: -7; SRC3 inh: 10; NR5A2 inv ag: -14
CC(=O)c1ccc(NC(=O)C(C)Sc2n[nH]c(-c3cccnc3)n2)cc1 (centres undefined)
  TWEAK-Fn14 inh: -1; LMP1 NFkB inh: -8; TROY signal inh: -19; CF NFkB block: -20; NCOA1 inh: -16; KKLEB tox: -18; NCOA2 inhibitor: -21; TRAIL sens C8: 4; COUP-TFII inh: 17; SRC3 inh: -10; NR5A2 inv ag: -2
COc1ccc(C(c2nnnn2CC2CCCO2)N2CCN(c3ccc(F)cc3)CC2)cc1 (centres undefined)
  TWEAK-Fn14 inh: 14; LMP1 NFkB inh: -8; TROY signal inh: -1; CF NFkB block: 5; NCOA1 inh: -17; KKLEB tox: 0; NCOA2 inhibitor: 7; TRAIL sens C8: -14; COUP-TFII inh: 3; SRC3 inh: 4; NR5A2 inv ag: 12

Assay outcomes deposited in PubChem by several laboratories.
